# Assay outcomes: PubChem BioAssay, several laboratories
# Dengue-2 NS5 capping = flavivirus cap methylation enzyme inhibition – biochemical, confirmation dose response, primary screen (AID 588689) | one-dose inhibition, % at 25 µM; IC50 in µM for titrated hits | Dengue-2 NS5 methyltransferase capping enzyme assay, biochemical; higher % means a stronger effect | 340,000 compounds, 0.3% hits; in the data active = a potency from the dose series; inconclusive = inhibition above about 29% without an active follow-up result
# GPR55 LPI antagonism = inhibition of LPI-stimulated GPR55 beta-arrestin translocation – imaging, U2OS, beta-arrestin-GFP, LPI agonist, primary screen (AID 2013) | U2OS GPR55 beta-arrestin-GFP translocation imaging, LPI antagonism; higher % means a stronger effect | inhibition, % at 10 µM, or IC50 in µM where a hit was titrated | 290,000 compounds, 0.13% hits;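 active = spots per cell inhibited over 60%, with over 100 cells counted and total cytoplasm intensity under 500,000; inconclusive = wells with under 100 cells, flagged as likely toxic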;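 also: U2OS cells stably carrying GPR55 and arrestin-GFP stimulated by 5 µM LPI near EC80; imaged beta-arrestin-GFP aggregate spots per cell after agonist stimulation; plate controls were LPI-stimulated DMSO wells for no effect and DMSO wells without LPI for full effect; some results filed as inactive read as strong as hits; confirmed hits need IC50 under 10 µM and bright autofluorescent wells are also inconclusive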
# NTR1 ag = NTR1-driven beta-arrestin-GFP spot formation – imaging, U2OS cells, high content, primary screen (AID 493036). P30989. 330,000 compounds, 0.17% hits. activation, % at 20 µM. agonist mode;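 active = activation at or above 40% of the spot to cytoplasm intensity ratio, with at least 20 cells analyzed; inconclusive = wells under 20 cells, flagged as cytotoxic or low count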;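 also: 0% = DMSO without peptide and 100% = 100 nM NTR1 peptide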
# Target sequence (P30989 whole entry, looked up): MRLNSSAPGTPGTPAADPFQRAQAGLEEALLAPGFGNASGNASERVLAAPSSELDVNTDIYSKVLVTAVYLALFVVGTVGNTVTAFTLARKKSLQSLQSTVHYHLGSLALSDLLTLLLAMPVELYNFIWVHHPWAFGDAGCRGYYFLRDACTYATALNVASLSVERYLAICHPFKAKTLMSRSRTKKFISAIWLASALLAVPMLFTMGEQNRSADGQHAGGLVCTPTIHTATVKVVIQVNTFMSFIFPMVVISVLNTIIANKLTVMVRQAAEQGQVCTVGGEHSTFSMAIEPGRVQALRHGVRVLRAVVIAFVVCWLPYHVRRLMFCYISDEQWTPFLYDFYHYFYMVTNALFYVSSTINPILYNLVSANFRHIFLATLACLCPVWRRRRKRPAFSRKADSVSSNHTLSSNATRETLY
# Yfh1-off respiration = enhancers of respiration in Yfh1-depleted yeast, dose response, Friedreich's ataxia, plus single-dose screen (AID 1465). S. cerevisiae Yfh1-off respiration, WST-1 reduction, 72 h; higher fold induction means a stronger effect. one-dose fold induction at 50 µM; EC50 in µM for titrated hits. 220,000 compounds, 0.074% hits;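 active = fold induction of absorbance versus untreated yeast above a set limit, then at least 30% activation at any dose in follow-up; inconclusive = repeats straddling the limit, or above it without dose testing; inactive = fold induction below the set limit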;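 also: activators that raise dye reduction in frataxin-depleted yeast; strong numbers were not always called active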
# SV40 large T antigen = SV40 large T antigen inhibitors, biochemical (AID 1903) | 310,000 compounds, 0.39% hits | SV40 large T antigen ATPase/helicase inhibition assay; higher % means a stronger effect | inhibition, % at 20 µM; hits with a dose series show IC50 in µM; in the data active = a potency from the dose series; inconclusive = inhibition mostly from about 32% at the one dose, without a potency; inactive = the rest, 99 in 100 with inhibition below about 32%; also: strong numbers were not always called active
# GPR35 arrestin U2OS = inhibition of zaprinast-stimulated GPR35 beta-arrestin translocation – imaging, U2OS, beta-arrestin-GFP, zaprinast agonist, primary screen (AID 2058) | 290,000 compounds, 0.052% hits | one-dose inhibition, % at 10 µM; IC50 in µM for titrated hits | U2OS GPR35 beta-arrestin-GFP translocation imaging, zaprinast antagonism; higher % means a stronger effect;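 active = inhibition of at least 50% with at least 30 cells and total cytoplasm GFP at most 10,000,000; inconclusive = under 30 cells or total GFP of 10,000,000 plus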
# Rac1 GTP hydrolysis = MgcRacGAP GTPase-activating activity inhibitors, confirmation, biochemical, ADP Hunter fluorescence. AID 624330. MgcRacGAP-stimulated Rac1 GTP hydrolysis, ADP Hunter fluorescence; higher % means a stronger effect; GST-tagged Rac1 F28L mutant substrate. inhibition, % at 30 µM; hits with a dose series show IC50 in µM. 340,000 compounds, 0.6% hits;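 active = first-screen hits whose inhibition reached a set limit at any dose in the follow-up dose series; inconclusive = inhibition above the set first-screen limit but never retested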;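 also: fluorescence reports GDP produced by GAP-driven GTP hydrolysis; strong numbers were not always called active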
# GPR55 activation = GPR55 agonists via beta-arrestin recruitment, primary screen, imaging, U2OS cells, beta-arrestin-GFP redistribution (AID 1961); activation, % at 10 µM; hits with a dose series show EC50 in µM; 290,000 compounds, 0.048% hits; U2OS GPR55 beta-arrestin-GFP redistribution imaging; higher % means a stronger effect;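 active = activation above 40% with more than 50 cells counted in the well; inconclusive = wells holding fewer than 50 cells, flagged as toxic or sparse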;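 also: U2OS osteosarcoma cells stably expressing GPR55 and beta-arrestin-GFP; plate controls were DMSO negative control for no effect and LPI positive control for full effect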
# AID2073 = inhibitors of Mint1-CaV2.2 protein interaction, biochemical, HTRF (AID 2073) | inhibition, % at 20 µM; hits with a dose series show IC50 in µM | HTRF protein-protein interaction, Mint1-CaV2.2; higher % means a stronger effect | 290,000 compounds, 0.19% hits; in the data active = inhibition mostly above about 51%, no sharp cut-off; inconclusive = no clear call, values can overlap the other calls; inactive = mostly below about 53%; also: some results filed as inactive read as strong as hits
# NTR1 ag cell count 20 µM = recorded beside NTR1 ag, whose call it bears; cell count; measured here: cell count, cytotoxicity flag
# Dengue-2 NS5 capping pilot replicate = second read-out of Dengue-2 NS5 capping, no call of its own (marks repeat the call); inhibition, %; measured here: pilot screen replicate inhibition
# Active calls of the source: *; i = inactive; ? = inconclusive; nt = not tested or not shown. Hits appear at their usual frequency; overall some 1.7% were active at least once.
SMILES,Dengue-2 NS5 capping,GPR55 LPI antagonism,NTR1 ag,NTR1 ag cell count 20 µM,Yfh1-off respiration,SV40 large T antigen,GPR35 arrestin U2OS,Rac1 GTP hydrolysis,GPR55 activation,AID2073,others
CCOc1cc(NC(=S)NCC(C)C)c(OCC)cc1NC(=O)c1ccco1,3%,5%,1.7,43,i,12%,-9%,6%,-0.3%,9%,
CN1C(=O)c2ccccc2C(O)c2ccccc21 (stereo not drawn),5%,nt,-0.1,75,nt,21%,nt,0%,nt,nt,
CN(Cc1ccccc1)C(=O)COC(=O)C1CCN(S(=O)(=O)c2ccc(Cl)c(C(F)(F)F)c2)CC1,-4%,nt,1.4,83,nt,6%,nt,6%,nt,nt,
CC(C)c1nccn1S(=O)(=O)c1cc([N+](=O)[O-])ccc1Cl,-5%,3%,-1.1,56,i,10%,-10%,6%,0.0%,-3%,
Cc1ccc(C)c(NC(=O)Cc2coc3cc4c(cc23)CCC4)c1,-10%,17%,2.3,56,i,1%,9%,8%,0.1%,10%,
O=C(Nc1ccc(Cl)cc1)N(Cc1cccnc1)Cc1ccco1,-9%,4%,1.3,53,i,3%,9%,2%,0.2%,-6%,
CCCCCC/C(=N/O)c1ccccn1,-12%,23%,-0.6,44,i,0%,23%,6%,-0.1%,21%,
CCOC(=O)c1cnn(-c2ccccc2)c1NC(=O)C(F)(F)C(F)(F)C(F)(F)F,1%,0%,2.9,58,i,20%,4%,7%,-0.1%,8%,
COc1ccc(OC2OC3COC(c4ccco4)OC3C(O)C2NC(C)=O)cc1 (stereo not drawn),-1%,2%,2.3,48,i,3%,7%,5%,0.2%,3%,
O=C(NCc1cccc(C(F)(F)F)c1)C1CC2Cn3c(nc4ccccc43)C2N1Cc1ccccc1 (stereo not drawn),-8%,nt,0.1,92,i,16%,nt,8%,nt,nt,
CCN1CCN(C(=O)CN(C)S(=O)(=O)c2ccc(Cl)cc2)CC1,-1%,-5%,-1.0,48,i,0%,0%,13%,-0.2%,-6%,
CCOc1ccc(NC(=O)CN(C)CC(=O)NC2CCCc3ccccc32)cc1OCC (stereo not drawn),1%,-14%,1.1,79,i,2%,13%,4%,0.6%,-6%,
N=C(N)SCc1ccccn1,1%,26%,-0.3,49,i,-3%,1%,5%,-0.1%,2%,
COCCN(C(=S)Nc1ccc(C)cc1)C(C)c1cccnc1 (stereo not drawn),-9%,2%,1.0,66,i,16%,1%,9%,0.1%,-24%,
C=CCN(C(=O)c1csnn1)C(C(=O)NC1CCCC1)c1ccc(Cl)cc1 (stereo not drawn),-12%,-5%,-1.6,58,nt,12%,-12%,5%,-0.1%,9%,
COCCNC(=O)CN(C(=O)CCC(=O)Nc1nccs1)c1ccccc1OC,-5%,-2%,1.2,62,i,9%,15%,8%,0.6%,1%,
O=C(O)CCN1CCc2ccccc2C1c1ccncc1 (stereo not drawn),-1%,-3%,0.1,74,nt,4%,4%,nt,-0.2%,-8%,
COc1cccc(NC(=O)CN(C)C(C)C(=O)Nc2ccc(S(=O)(=O)N3CCCC3)cc2)c1 (stereo not drawn),-11%,-9%,0.7,44,i,5%,-22%,-2%,-0.2%,-2%,
CCCCN=C(N)/C(C(=O)OCC)=C(\O)c1ccc(OC)cc1,-2%,8%,5.0,48,i,-2%,3%,-1%,-0.2%,-1%,
CNc1ccc(/C=C(\C#N)C(=O)Nc2ccccn2)cc1[N+](=O)[O-],7%,2%,-2.6,40,nt,62%,2%,-1%,0.9%,17%,
COc1ccc(CCNC(=O)CC(NC(=O)c2ccccc2Cl)c2ccccc2)cc1 (stereo not drawn),1%,8%,3.3,48,i,10%,4%,7%,0.0%,16%,
CC(C)(Oc1ccc(C2CC2(Cl)Cl)cc1)C(=O)O (stereo not drawn),1%,nt,-0.1,75,nt,17%,nt,2%,nt,nt,
CCOc1ccccc1N1CCN(C(=O)c2ccccc2SCC(=O)N2CCCC2)CC1,3%,19%,0.3,82,nt,8%,-4%,7%,-0.1%,-39%,
CC(C)c1ccc2c(c1)C1Cc3ccccc3C1N2 (stereo not drawn),-10%,67%,3.1,40,i,3%,14%,8%,-0.1%,17%,
Cc1ccc(SCC(=O)Nc2ccc(-c3nnc(-c4ccco4)o3)cc2)cc1,6%,17%,1.4,37,?,25%,10%,10%,-0.3%,17%,
# New compounds follow:
SMILES,Dengue-2 NS5 capping,GPR55 LPI antagonism,NTR1 ag,NTR1 ag cell count 20 µM,Yfh1-off respiration,SV40 large T antigen,GPR35 arrestin U2OS,Rac1 GTP hydrolysis,GPR55 activation,AID2073,others
C1CC(CN2CCOCC2)CN(c2nc3nonc3nc2N2CCSCC2)C1 (stereo not drawn),4%,2%,2.7,70,i,-7%,6%,10%,-0.1%,-8%,
CC(=O)N1CCN(S(=O)(=O)c2cccc(C(=O)NNC(=O)COc3ccc(Cl)cc3C)c2)CC1,-5%,nt,1.2,69,nt,24%,nt,9%,nt,nt,
O=C(CC1SC(=O)N(c2ccccc2)C1=O)Nc1ccccc1 (stereo not drawn),-22%,-7%,2.1,65,i,38%,0%,14%,-0.1%,-17%,
COc1ccccc1/C=N/OC(=O)c1ccc(C)cc1,-4%,3%,-0.3,85,i,11%,-3%,6%,-0.2%,0%,
c1ccc(-n2c(SCc3ccncc3)nnc2-c2ccco2)cc1,-8%,13%,0.0,60,i,7%,21%,9%,-0.2%,5%,
CCOc1ccc(CCNC(=O)CCOc2cc(C)ccc2C)cc1OCC,-2%,0%,-0.3,59,nt,5%,2%,5%,0.0%,-9%,
CCOC(=O)c1cnc2ccc(Cl)cc2c1NCCN(C)C,2%,9%,-0.1,49,i,7%,-11%,14%,0.2%,6%,
O=C(O)c1cc2c(ccc3ccccc32)o1,-3%,4%,1.5,42,i,-6%,22%,3%,-0.1%,19%,
COc1cccc(/C=N/NC(=S)NCCc2ccccc2)c1OC,7%,5%,nt,nt,nt,4%,-9%,6%,-0.3%,-3%,
Cc1ccccc1C(=O)OCc1cnc(Cl)s1,-12%,17%,1.5,38,i,-8%,3%,1%,0.4%,0%,
Cc1ccc(C)c(S(=O)(=O)N2CCCOC2CNC(=O)C(=O)NCCc2ccco2)c1 (stereo not drawn),2%,12%,1.1,48,nt,28%,-4%,6%,-0.1%,6%,
Cc1nc2nc3c(c(=O)n2[nH]1)CCC3,-4%,6%,2.3,90,i,4%,12%,11%,-0.1%,-5%,
COC(=O)c1ccc(OC)cc1OCC(=O)N1CCN(c2ccc(F)cc2)CC1,-2%,3%,0.5,89,i,3%,5%,6%,-0.1%,4%,
C=CCN1C(=O)c2ccc(C(=O)N(C)CC(=O)Nc3ccccc3C(F)(F)F)cc2C1=O,-4%,-8%,-0.7,45,nt,5%,3%,6%,-0.1%,3%,
O=c1oc(Cc2ccccc2)nc2ccccc12,3%,11%,-0.9,35,nt,8%,24%,9%,0.0%,4%,
CSc1ccc(-c2nnn(Cc3ccc(C)cc3)n2)cc1,3%,16%,3.8,44,i,6%,17%,9%,-0.1%,-5%,
Cc1c(Cl)cccc1NC(=S)NCCc1ccc(F)cc1,-3%,-11%,1.0,66,nt,10%,-1%,4%,0.0%,-6%,Dengue-2 NS5 capping pilot replicate=0.9
COc1cc(NC(=O)CSc2ccc(-c3ccccn3)nn2)cc(OC)c1,0%,-17%,-0.2,65,nt,2%,-6%,7%,0.0%,10%,
COc1ccc(/C=N/NC(=O)c2cccnc2)cc1CSc1nc2ccccc2s1,-5%,-9%,5.4,55,i,?,3%,7%,0.5%,33%,
CC(C)(C)c1ccc(C(=O)NCCC(=O)NCc2cccs2)cc1,-6%,1%,-0.5,67,nt,10%,-10%,9%,-0.2%,0%,
COc1ccccc1OCc1nnc(SCCN2CCOCC2)o1,-1%,9%,-2.3,89,i,18%,0%,18%,-0.4%,-4%,
Cc1nc(N2CCN(C(=O)c3cnccn3)CC2)c2c3c(sc2n1)CC(C(C)(C)C)CC3 (stereo not drawn),2%,-8%,4.9,47,nt,3%,-9%,-4%,0.5%,18%,
CC#CC(=O)N1CCC(CCC(=O)N(C)Cc2ccccc2)CC1,1%,10%,-0.3,70,nt,11%,-5%,7%,0.0%,0%,
CCOc1ccccc1NC(=O)N1CCCC1C(=O)Nc1ccc(-n2cnnn2)c(C)c1 (stereo not drawn),3%,7%,-1.4,62,i,-4%,14%,2%,0.8%,2%,
COc1ccccc1NS(=O)(=O)c1cc(NC(=O)CN2C(=O)NC3(CCCC3)C2=O)ccc1C,-3%,nt,0.8,50,nt,6%,nt,6%,nt,nt,
# Carrying on:
SMILES,Dengue-2 NS5 capping,GPR55 LPI antagonism,NTR1 ag,NTR1 ag cell count 20 µM,Yfh1-off respiration,SV40 large T antigen,GPR35 arrestin U2OS,Rac1 GTP hydrolysis,GPR55 activation,AID2073,others
COCCNC(=O)C1CC(c2ccccc2C(F)(F)F)=NO1 (stereo not drawn),-2%,nt,-0.2,75,nt,-4%,nt,2%,nt,nt,
CCN(CC)S(=O)(=O)c1ccc(N2CCOCC2)c(NC(=O)COc2ccccc2)c1,-6%,2%,0.6,37,i,11%,11%,6%,-0.3%,2%,
COc1ccc2oc(=O)c(C(=O)N3CCCc4ccccc43)cc2c1,0%,6%,-0.5,67,i,12%,-3%,3%,-0.1%,4%,
COC(=O)c1cc(CN2CCN(c3ccccc3)CC2)ccc1O,-10%,-5%,-0.9,56,nt,10%,-10%,12%,0.5%,9%,
O=C(N/N=C1\C/C(=N\NC(=O)c2ccncc2)c2ccccc21)c1ccncc1,16%,6%,0.9,49,i,10%,0%,6%,-0.3%,4%,
O=C(OCC(=O)N1CCc2ccccc2C1)c1ccc(N2CCOCC2)c([N+](=O)[O-])c1,3%,4%,-0.2,73,i,5%,2%,8%,0.3%,-5%,
COC(=O)c1ccc(NC(=O)CCS(=O)(=O)c2ccc(Br)cc2)cc1,4%,16%,2.8,95,i,16%,-17%,6%,0.2%,15%,
COc1ccc(N2CCN(C(=O)c3oc4ccccc4c3NC(=O)Cc3ccc(OC)c(OC)c3)CC2)cc1,-5%,6%,0.5,67,nt,30%,-7%,22%,0.5%,4%,
CCOc1ccc2[nH]c(=O)c(CN(Cc3ccco3)C(CC)c3nnnn3Cc3ccccc3)cc2c1 (stereo not drawn),16%,1%,-0.1,42,i,21%,15%,8%,-0.1%,7%,
Cc1nnc(SCC(=O)N2c3ccccc3CC2C)[nH]c1=O (stereo not drawn),1%,1%,2.4,49,i,1%,-13%,5%,0.0%,0%,
COc1cccc(C(=O)N/N=C(\CC(C)C)c2ccccc2)c1,-5%,0%,-0.9,62,i,-7%,-2%,5%,0.1%,25%,
